# Screens as filed in PubChem BioAssay.
# MEKK2 WT-MEK5: modulators of MEK5 binding to wildtype MEKK2, primary screen, biochemical, multiplex bead flow cytometry, Alexa488-MEK5. Mitogen-activated protein kinase kinase kinase 2 (Homo sapiens), Q9Y2U5. Alexa488-MEK5 binding to MEKK2 WT; actives lie on both sides. binding response (% of control), % at 10 µM. 1.1% of 290,000 active; in the data active means binding response below about 67% or above about 130%
# OXTR agonist: human OXTR agonists, primary screen, fluorescence, CHO-OTR cells, Fluo-8 calcium. Oxytocin receptor (Homo sapiens), P30559. Fluo-8 calcium fluorescence; normalized: DMSO 0%, oxytocin 100%. activation, % at 3 µM. 0.32% of 320,000 active. AID 2435, 2010;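 active means activation above the mean of all tested compounds plus 3 SD, cutoff set per screening run, cut at about 20% in these data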;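 further: peak over basal fluorescence ratio from a 100 s FLIPR kinetic read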
# MEKK2mut PB1 HTS: MEK5 binding signal on mutant MEKK2 PB1, primary screen, biochemical, multiplex bead flow cytometry, Alexa488-MEK5 | percent response, % at 10 µM | Alexa488-MEK5 binding to MEKK2 mutant | AID 1530, 2009 | 0.35% of 290,000 active; in the data active means percent response above about 24%, passing the limit was not always enough; further: inactives centre near 1; some results filed as inactive read as strong as hits; reference of the scale not given here
# GPR7 antag: GPR7 receptor antagonists, primary screen, cell-based, fluorescence, single concentration; 1.1% of 290,000 active; Neuropeptides B/W receptor type 1 (Homo sapiens), P48145; inhibition, % at 4.4 µM; GPR7-expressing cells, fluorescence antagonist assay; in the data active means inhibition above about 16%, passing the limit was not always enough;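 further: cells stimulated with the agonist NPW; 0% = agonist with vehicle and 100% = vehicle without agonist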
# Target sequence (P48145 whole entry, looked up): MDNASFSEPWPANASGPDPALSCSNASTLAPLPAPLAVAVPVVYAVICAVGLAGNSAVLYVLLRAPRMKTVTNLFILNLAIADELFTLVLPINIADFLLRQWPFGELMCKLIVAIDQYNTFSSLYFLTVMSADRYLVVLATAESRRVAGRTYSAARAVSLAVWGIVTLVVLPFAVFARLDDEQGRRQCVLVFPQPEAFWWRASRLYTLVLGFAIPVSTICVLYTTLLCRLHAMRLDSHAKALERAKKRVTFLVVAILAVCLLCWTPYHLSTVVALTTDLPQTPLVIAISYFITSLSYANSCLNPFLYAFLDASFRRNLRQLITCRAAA
# PHOSPHO1 inh: PubChem AID 1565; 1.1% of 290,000 active; inhibition, % at 13.3 µM; Phosphoethanolamine/phosphocholine phosphatase (Homo sapiens), Q8TCT1; recombinant PHOSPHO1, absorbance phosphatase assay; in the data active means inhibition above about 60%
# MEKK3 PB1 HTS: modulators of MEKK3-MEK5 PB1 binding, primary screen, biochemical, wildtype MEKK3, multiplex bead flow cytometry, Alexa488-MEK5 | Mitogen-activated protein kinase kinase kinase 3 (Homo sapiens), Q99759 | bead-based flow cytometry, Alexa488-MEK5 binding to MEKK3; actives lie on both sides; 0 = blocked by unlabeled MEK5, 100 = vehicle | binding response (% of control), % at 10 µM | 1.4% of 290,000 active | AID 1529, 2009;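 active means binding response more than 3 SD above or below the average of its plate-row segment, actives on both sides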;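 further: Alexa488 bead fluorescence after subtracting the streptavidin-only scavenger bead signal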
# NALP1 yeast inh: NALP1 inflammasome inhibitors in reconstituted yeast, colorimetric, S. cerevisiae, triplicate retest; 0.61% of 280,000 active; AID 2071, 2009; inhibition, % at 10 µM; S. cerevisiae NALP1/ASC/caspase-1 growth, X-gal OD620, 72 h; in the data active means inhibition mostly above about 24%, no sharp cut-off; inactive means mostly below about 32%; further: some compounds called inactive have numbers as strong as hits
# V1aR counter: agonists of human V1a receptor, primary screen, counter-screen for OXTR agonist project, fluorescence, CHO-V1R cells. 0.25% of 320,000 active. Vasopressin V1a receptor (Homo sapiens), P37288. Fluo-8 calcium fluorescence, agonist mode; 0% DMSO, 100% 3 nM vasopressin. activation, % at 3 µM;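 active means activation above the mean activation of all tested compounds plus 3 SD, per screening run, cut at about 20% in these data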;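 further: signal is peak over basal fluorescence ratio across a 100 second FLIPR read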
# Target sequence (P37288 whole entry, looked up): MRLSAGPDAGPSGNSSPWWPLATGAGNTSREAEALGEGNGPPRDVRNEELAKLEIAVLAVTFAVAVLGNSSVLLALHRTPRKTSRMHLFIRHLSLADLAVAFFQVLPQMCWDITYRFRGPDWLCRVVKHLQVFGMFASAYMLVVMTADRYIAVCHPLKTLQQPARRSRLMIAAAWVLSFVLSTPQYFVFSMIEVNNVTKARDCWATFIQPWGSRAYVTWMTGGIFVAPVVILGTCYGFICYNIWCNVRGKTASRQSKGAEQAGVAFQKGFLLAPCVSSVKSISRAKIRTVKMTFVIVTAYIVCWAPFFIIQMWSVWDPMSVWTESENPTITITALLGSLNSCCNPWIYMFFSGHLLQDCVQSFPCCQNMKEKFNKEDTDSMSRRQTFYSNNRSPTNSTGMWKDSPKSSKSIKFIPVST
# GalR3 antag: GalR3 antagonists in HEK293 cells, primary screen, cell-based, fluorescence readout. AID 651719, 2012. inhibition, % at 3 µM. 0.44% of 360,000 active. HEK293 GalR3-CNG cAMP membrane potential fluorescence; galR3 body fused to GalR1 C-terminus;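 active means inhibition above the screen-wide average plus 3 SD, cut at about 13% in these data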;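 further: forskolin and galanin both at EC90 stimulate the cells; cAMP rise reported by CNG channel membrane potential dye signal; 0% = forskolin plus galanin with DMSO and 100% = forskolin alone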
# Target sequence (O60755 1-299 limits assumed): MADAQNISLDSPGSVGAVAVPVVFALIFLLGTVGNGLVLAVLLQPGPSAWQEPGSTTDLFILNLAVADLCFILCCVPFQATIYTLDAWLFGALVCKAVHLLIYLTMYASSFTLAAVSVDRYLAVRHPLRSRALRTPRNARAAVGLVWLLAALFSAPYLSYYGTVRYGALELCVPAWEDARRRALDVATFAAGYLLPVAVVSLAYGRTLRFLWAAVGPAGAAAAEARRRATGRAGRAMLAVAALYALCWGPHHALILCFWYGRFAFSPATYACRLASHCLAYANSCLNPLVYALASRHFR
# Numbers without * were called inactive; · = no result given.
SMILES,MEKK2 WT-MEK5,OXTR agonist,MEKK2mut PB1 HTS,GPR7 antag,PHOSPHO1 inh,MEKK3 PB1 HTS,NALP1 yeast inh,V1aR counter,GalR3 antag
O=C(Nc1ccc(N=Nc2ccccc2)cc1)c1cccc(Cl)c1,111,-0.1,8,-6,11,108,32,-0.2,3
Cc1ncc([N+](=O)[O-])n1CC(=O)NC1CCCCCC1,109,0.2,5,-12,50,106,20,0.1,-7
N=c1n(CCN2CCCCC2)c2ccccc2n1CC(O)c1cccc(Br)c1 (configuration not stated),129,1.7,20,25*,-6,97,10,0.5,-9
COc1ccc(/C=N/NC(=O)COc2cccc3cccnc23)cc1OC,103,-1.4,-7,-13,44,108,0,0.0,-2
COc1cccc(C(=O)OCC(=O)Nc2cc(C)c(C)cc2[N+](=O)[O-])c1,103,0.3,-1,18,-16,105,21,-0.9,-6
O=C(CN1CCN(S(=O)(=O)c2ccc(Br)cc2)CC1)Nc1ccc(F)cc1,104,3.1,1,30*,28,103,40,3.9,-3
OCCNc1nc(Cl)nc(NCc2ccco2)n1,94,0.4,-8,-5,1,95,-4,0.3,-4
CCOC(=O)c1sc2ccccc2c1OC(=O)c1ccc(C)cc1,100,-2.1,1,-6,-21,94,19,-1.1,·
COc1ccc(/C=C/c2ccc(=O)n(Cc3ccccc3)n2)cc1,83,3.0,-14,1,28,93,-11,3.6,-5
CC(C)COC(=O)n1ccc(C(=O)N2CCCCC2)n1,95,0.0,-2,-12,23,95,-13,1.2,1
Cc1nn(C)c(C)c1S(=O)(=O)N(CC(=O)NCc1ccco1)c1ccc(C(C)C)cc1,101,0.8,-6,-3,0,101,16,0.5,·
CCn1c(Cn2nnc(-c3ccccc3)n2)nnc1SCC(=O)Nc1ccc(N(C)C)cc1,103,0.8,3,0,78*,102,-5,0.3,-3
O=C(CCc1ccccc1)NC(=S)Nc1cccc(C(=O)O)c1,101,0.0,7,-3,13,104,-1,0.9,2
COc1ccc(-c2cc(=O)oc3cc(OC(C)C(=O)O)ccc23)cc1 (configuration not stated),100,0.3,-9,-12,9,103,16,2.0,-5
CCCOc1ccc(N2C(=O)CC(N(Cc3ccccc3)N=O)C2=O)cc1 (configuration not stated),98,-3.1,1,-12,22,95,3,-2.2,-5
c1ccc2c(c1)Nc1cc3ccccc3cc1S2,80,-1.4,-23,-1,25,86,3,-0.7,1
CCN(CC)C(=O)Cn1cc(C(=O)C2CC2)c2ccccc21,96,-0.9,-6,-11,44,100,-5,0.2,-1
CCc1nc(C)ccc1OC(=O)C12CC3CC(CC(C3)C1)C2,138*,-1.2,3,-4,4,106,42,0.2,3
CC(C)c1ccccc1NC(=O)CNCCOc1ccccc1F,107,-0.5,4,8,27,102,2,1.5,-6
CC(C)c1ccc(NS(=O)(=O)c2ccc3c(c2)NC(=O)CO3)cc1,101,1.2,-1,-19,48,101,-22,3.1,-9
CC(C)OP(=O)(OC(C)C)C(O)c1cccc([N+](=O)[O-])c1 (configuration not stated),83,0.3,-24,-10,24,89,·,1.3,-6
CC(=O)Nc1nc2ccc(C(=O)NC3CCCCC3)cc2s1,100,-0.6,1,-7,15,97,-54,0.3,4
COc1ccc(-c2csc(NC(C)c3nc4cc(Cl)c(Cl)cc4n3CCOCCO)n2)cc1 (configuration not stated),97,-0.4,-3,·,·,94,·,-0.2,3
Cc1ccc(CSc2nc3ccccc3c(=O)n2Cc2ccco2)cc1,100,0.7,3,5,-7,103,-4,1.2,-5
CCOC(=O)c1sc(=S)n(C)c1NC(=O)c1ccccc1,100,-1.1,-1,-7,25,103,18,0.2,-10
NNC(=S)NCc1ccccc1,100,0.6,-5,-3,25,100,24,2.7,-9
C1CCN(c2nc(N3CCCCC3)nc(N3CCNCC3)n2)CC1,·,-0.3,·,-10,15,·,6,-0.6,-6
N#C/C(=C\c1cc2c(cc1Br)OCO2)C(=O)NCC1CCCO1 (configuration not stated),93,-0.1,-8,-8,50,94,27,0.7,-6
Cc1cc(CNC(=O)C2(C(F)(F)F)CC(CCCO)CCCO2)nn1C (configuration not stated),97,0.0,-3,·,·,100,·,-0.9,2
Cc1[nH]nc2c1C(=O)CCC2,103,-0.3,6,-8,4,101,36,-0.8,2
Cc1ccc(C(=O)Oc2ccc(/C=C3\C(=N)N4N=C(N5CCOCC5)SC4=NC3=O)cc2)cc1,101,-1.8,0,6,-119,101,1,-0.1,·
COc1cccc(/C=N/NC(=O)c2[nH]nc3c2CCc2ccccc2-3)c1,99,-1.9,2,-2,16,106,21,-0.5,-6
Cc1ccc(C)c(C(=O)CN2C(=O)c3ccccc3C2=O)c1,99,-1.8,-1,-14,2,104,20,-0.7,-2
COc1ccc(S(=O)(=O)NCCSC(C)(C)C)c(Cl)c1Cl,96,-0.8,1,8,-24,102,15,-1.3,-4
CSc1ccc(CNc2ncc(-c3cccc([N+](=O)[O-])c3)n2C)cc1,114,-1.2,16,12,36,103,10,0.4,-12
C=CCc1ccc(OCC(O)CN2CCN(c3ccccc3)CC2)c(OC)c1 (configuration not stated),112,-1.5,6,-11,20,101,23,1.2,-10
CC(=O)c1ccc(NC(=O)CSc2nc(Nc3ccccc3)nc(N3CCOCC3)n2)cc1,100,-1.0,3,-8,33,103,11,2.1,-4
Cc1cccc(N2CCN(C(=O)CCC(=O)N3CCOc4ccc(Cl)cc43)CC2C)c1 (configuration not stated),95,-0.2,-8,3,39,99,7,2.3,·
O=C(CCN1CCOCC1)Nc1ccc(F)cc1,99,0.9,1,5,14,99,-9,0.2,-2
CC(C)c1ccc(/C=C/c2[nH]c(=O)[nH]c(=O)c2[N+](=O)[O-])cc1,100,-0.6,6,-4,29,102,8,0.3,1
COc1cccc(/C=C2/NC(=O)N(CC(=O)Nc3ccc(C)cc3)C2=O)c1OCc1cccc(C(=O)O)c1,95,0.3,-4,-4,13,100,29,0.7,-2
COC(=O)C1CCN(CC(=O)Nc2sc3c(c2C#N)CCC3)CC1,100,-0.2,13,-9,-11,103,-3,0.0,0
COC(=O)COc1c(/C=C\c2nc(O)c([N+](=O)[O-])c(=O)[nH]2)cccc1OC,104,0.8,6,-9,-6,101,17,0.4,-9
Cc1nc2sc(C(c3ccco3)N3CCC4(CC3)OCCO4)c(O)n2n1 (configuration not stated),100,0.7,1,-3,·,99,·,0.3,-3
Cc1ccc(C(=O)O)cc1NS(=O)(=O)c1ccc2ccccc2c1,97,-0.3,0,3,11,99,-1,-0.3,-5
COc1ccc(NC(=O)CC2Nc3cc(C)c(C)cc3NC2=O)c([N+](=O)[O-])c1 (configuration not stated),98,-1.1,0,-7,1,103,9,0.4,1
O=C(OCCOc1ccc(Br)cc1)c1ccc(Cl)nc1,99,0.3,-1,-3,33,109,6,-0.2,-8
O=C(C1=NN[C@@H]2C(=O)N(Cc3ccccc3)C(=O)[C@H]12)c1ccc([N+](=O)[O-])cc1,102,-3.3,2,0,2,110,-16,0.8,-9

# One compound at a time, from the list above. Screens in order: MEKK2 WT-MEK5	OXTR agonist	MEKK2mut PB1 HTS	GPR7 antag	PHOSPHO1 inh	MEKK3 PB1 HTS	NALP1 yeast inh	V1aR counter	GalR3 antag
# CC(=O)c1ccc(NC(=O)CSc2nc(Nc3ccccc3)nc(N3CCOCC3)n2)cc1 across the screens: 100	-1.0	3	-8	33	103	11	2.1	-4
# O=C(OCCOc1ccc(Br)cc1)c1ccc(Cl)nc1 across the screens: 99	0.3	-1	-3	33	109	6	-0.2	-8
# Cc1nc2sc(C(c3ccco3)N3CCC4(CC3)OCCO4)c(O)n2n1 (configuration not stated) across the screens: 100	0.7	1	-3	·	99	·	0.3	-3
# Cc1cccc(N2CCN(C(=O)CCC(=O)N3CCOc4ccc(Cl)cc43)CC2C)c1 (configuration not stated) across the screens: 95	-0.2	-8	3	39	99	7	2.3	·
# COC(=O)COc1c(/C=C\c2nc(O)c([N+](=O)[O-])c(=O)[nH]2)cccc1OC across the screens: 104	0.8	6	-9	-6	101	17	0.4	-9

# Continued.
SMILES,MEKK2 WT-MEK5,OXTR agonist,MEKK2mut PB1 HTS,GPR7 antag,PHOSPHO1 inh,MEKK3 PB1 HTS,NALP1 yeast inh,V1aR counter,GalR3 antag
c1ccc(OCCCn2ccnc2)cc1,110,-0.1,0,-4,-3,105,3,0.9,-11
CSc1cc(C)c(OCC(=O)Nc2ccc(NC(C)=O)cc2)c(C)c1,84,1.2,-8,2,29,90,-17,-0.1,-8
Cc1ccccc1NC(=O)c1cc[n+]([O-])cc1,169*,0.7,18,-6,-5,104,29,-0.3,-4
COCC(C)NC(=O)c1ccc(Cl)c(Cl)c1 (configuration not stated),112,-0.2,3,-5,2,109,-77,0.0,-2
C1CSC2(N1)C1CC3CC2CC(C1)C31NCCS1 (configuration not stated),112,1.9,11,-8,61*,104,5,-0.1,10
CC1CCCCN1CCCNC(=O)c1ccc(NC(=O)C2=CSCCO2)cc1 (configuration not stated),109,0.7,3,-3,10,98,12,0.6,-7
Cc1cc(C(=O)NNC(=S)NCC(C)C)no1,103,0.2,4,-2,55,103,-48,0.7,-6
CCCNC(=O)c1ccc2c(=O)n3c(-c4ccc(C)cc4)csc3nc2c1,75,0.6,6,·,2,81,·,1.3,-4
Cc1ccc(Nc2cc(C)nc(-c3ccccc3O)n2)cc1,106,-2.2,5,-8,-2,103,-2,-0.8,-2
COc1ccc(C)cc1NC(=O)C/C(C)=N/NC(=O)Cc1cccc2ccccc12,95,0.1,-8,12,5,98,13,2.5,-7
C/C(=N\O)c1ccc(Cl)c(Cl)c1,106,-2.3,8,-7,-59,103,·,0.8,·
CCOc1cc(/C=N/Nc2nn3cnnc3c3ccccc23)ccc1O,96,-0.4,-3,-11,24,97,-18,-0.2,-4
O=C(OCC(=O)N1CCCC1)c1ccc(S(=O)(=O)N2CCOCC2)cc1,97,0.5,0,0,6,97,-7,1.7,3
Cc1ccccc1NC(=O)CN1CCOCC1,102,·,6,-21,34,103,3,·,-2
COCC(=O)OCn1nnc2ccccc2c1=O,107,0.9,1,-18,4,108,8,1.0,-2
O=C(O)CCCN1C(=O)/C(=C\C(Cl)=C\c2ccccc2)SC1=S,107,·,8,11,44,106,-2,·,-7
CCOc1cc2[nH]c(=S)n(CCCC(=O)NCc3ccccn3)c(=O)c2cc1OCC,102,-1.0,3,5,-95,99,-38,-0.8,2
O=C(NC1CCCC1)C(c1ccncc1)N(C(=O)Cc1cccs1)c1ccc(F)cc1 (configuration not stated),102,2.4,4,-4,28,101,4,1.3,-9
COc1ccc(C2=NOC(C(=O)Nc3ccc4c(c3)OCCO4)C2)c(OC)c1 (configuration not stated),97,4.0,-1,6,11,96,7,4.9,-11
CN1CC(=O)Nc2ccccc2C1=O,103,0.8,1,-6,16,105,9,0.5,-10
O=C(CCn1c(=S)[nH]c2ccccc2c1=O)NCCSCc1ccccc1,90,-2.4,-11,-12,-115,101,-5,-1.2,6
NS(=O)(=O)c1ccc(CNS(=O)(=O)c2cc(Cl)ccc2Cl)cc1,104,0.0,-4,6,10,108,·,0.5,-1
CSC(=Nc1cccc(C)c1)NC#N,96,0.1,-1,-7,-4,94,21,0.1,-5
Cc1cccn2c(=O)c3cc(C(=O)N4CCCCC4)sc3nc12,103,0.9,3,-5,35,102,-28,0.3,-4
